Assay outcomes deposited in PubChem BioAssay by NCI.
All columns: NCI-60 one-dose screen, growth in % after 48 h at 10 µM unless noted; 100 = growth as untreated, 0 = no growth, -100 = all killed.
SW-620 – SW-620 colon cancer. hit rate 5.2% among 82,000. AID 1794795
HT29 – HT29 colon cancer; hit rate 7.4% among 81,000
UO-31 – UO-31 renal cancer | hit rate 5.2% among 81,000 | AID 1794768
786-0 – 786-0 renal cancer cells. hit rate 5.1% among 81,000
HCT-116 – HCT-116 colon cancer; hit rate 7.3% among 82,000; AID 1794798
TK-10 – TK-10 renal cancer cells; AID 1794769; hit rate 3.9% among 81,000
HCC-2998 – HCC-2998 colon cancer; hit rate 4.7% among 79,000; AID 1794799
SN12C – SN12C renal cancer cells | hit rate 3.8% among 81,000
HCT-15 – HCT-15 colon cancer | hit rate 5.2% among 82,000 | AID 1794746
Numbers without * were called inactive; . = not tested or not shown. How the source made its calls: active means growth percent below 10; inactive means the rest. No enrichment for hits, and some 12% of all compounds hit somewhere here.

Start of the data: the first two records as a preview:
Below each SMILES – HCT-116, TK-10, UO-31, SW-620, SN12C, HCC-2998, 786-0, HCT-15, HT29
N#CC1=C(Nc2ccccc2)SC(c2cccs2)NC1=O (stereo not given)
 : 96, 112, ., 103, 97, 110, 96, 107, 106
N#CCc1nc2ccccc2[nH]1
 : 93, 137, 84, 97, 95, 109, 115, 103, 93

Main list, from the first entry:
Below each SMILES – HCT-116, TK-10, UO-31, SW-620, SN12C, HCC-2998, 786-0, HCT-15, HT29
N#CC1=C(Nc2ccccc2)SC(c2cccs2)NC1=O (stereo not given)
 : 96, 112, ., 103, 97, 110, 96, 107, 106
N#CCc1nc2ccccc2[nH]1
 : 93, 137, 84, 97, 95, 109, 115, 103, 93
N#Cc1c(NC(=O)c2cccc(C(F)(F)F)c2F)sc2c1CCC(=O)C2
 : -51*, 24, -100*, 0.7*, 7.6*, -30*, 15, -50*, 4.4*
CC(C)C1=CC2=CC[C@H]3C(C)(C)CC(=O)C[C@]3(C)[C@H]2CC1
 : 103, 93, 100, 91, 97, 110, 106, 113, 86
O=C(CCn1cnc2c(cc(-c3ccccc3)n2-c2ccccc2)c1=O)Nc1ccccc1
 : 95, 119, 77, ., 105, 101, 99, 106, 102
COCCOCCOC(=O)c1ccc(C(C)C)cc1
 : 106, ., 94, 98, 100, 105, 101, 101, 98
CC1OC(Oc2c(-c3ccc(O)c(O)c3)oc3cc(O)cc(O)c3c2=O)C(O)C(O)C1O (stereo not given)
 : 105, 103, 93, 100, 102, 110, 108, 113, 107
COc1ccc(C(=O)COc2ccc(/C=C3\Oc4ccc(Cl)cc4C3=O)cc2)cc1
 : 24, 105, 83, 84, 103, 111, 106, 103, 109
COc1ccc(/C=C/C(=O)c2ccc(NC(=O)CSc3nnc(-c4ccc(-c5nc6ccc(Cl)cc6[nH]5)cc4)o3)cc2)cc1OC
 : 95, 126, 82, 102, 101, 113, 104, 101, 104
CCCCC1SC2=NCCCN2C1(O)c1ccc(Cl)cc1 (stereo not given)
 : 98, 110, 73, 103, 98, 111, 110, 98, 91
CCCCCc1ccc(S(=O)(=O)Nc2cccc(-c3csc(NCCN4CCN(C)CC4)n3)c2)cc1
 : 4.1*, 120, 73, 2.6*, 91, -6.7*, 60, -13*, 19
CC(C)(C)OC(=O)N1CCc2c(sc3ncnc(N/N=C/c4cccc(Br)c4)c23)C1
 : 30, 56, 21, 41, 51, 43, 51, 19, 48
C#CCOc1ccccc1/C=N/Nc1nc(-c2ccc(Cl)cc2Cl)cs1
 : 88, 107, 89, 96, 98, 114, 90, 86, 101
CCCCCCC(C)OC(=O)c1ccccc1C(=O)O (stereo not given)
 : 93, 102, 86, 96, 92, 96, 107, 95, 108
Nc1c(C2=NCCN2)c(-c2ccccc2)c(-c2ccccc2)n1C1CCCCC1
 : 79, 132, 68, 96, 92, 115, 96, 98, 92
Nc1c(C(=O)c2ccccc2)sc2nc(-c3cnccn3)cc(-c3cccs3)c12
 : 97, 106, 88, 105, 95, 105, 106, 106, 107
N#CCSc1nc(N)nc2nc[nH]c12
 : 97, 127, 97, 138, 96, 95, 108, 103, 109
CCc1c(C(=O)N[C@@H]2c3cc(Cl)ccc3CC[C@@H]2O)[nH]c(C)c1C(C)=O
 : 51, 87, 77, 90, 95, 95, 89, 41, 67
O=c1c2cccc3c(N4CCCC4)ccc(c32)c2nc3ccccc3n12
 : 55, 88, 56, 60, 65, 70, 88, 79, 78
COc1cc(-c2nc3ccc(/C=C/C(=O)c4cc(F)cc(F)c4)cc3s2)ccc1F
 : 97, 99, 94, 105, 85, 108, 95, 97, 102

The last 4 records of the section before come first, to join the parts.
Below each SMILES – HCT-116, TK-10, UO-31, SW-620, SN12C, HCC-2998, 786-0, HCT-15, HT29
N#CCSc1nc(N)nc2nc[nH]c12
 : 97, 127, 97, 138, 96, 95, 108, 103, 109
CCc1c(C(=O)N[C@@H]2c3cc(Cl)ccc3CC[C@@H]2O)[nH]c(C)c1C(C)=O
 : 51, 87, 77, 90, 95, 95, 89, 41, 67
O=c1c2cccc3c(N4CCCC4)ccc(c32)c2nc3ccccc3n12
 : 55, 88, 56, 60, 65, 70, 88, 79, 78
COc1cc(-c2nc3ccc(/C=C/C(=O)c4cc(F)cc(F)c4)cc3s2)ccc1F
 : 97, 99, 94, 105, 85, 108, 95, 97, 102
O=C(O)C(Cc1c[nH]c2ccccc12)N1C(=O)CSC1=S (stereo not given)
 : 103, 104, 79, 95, 95, 106, 103, 100, 98
CC(=O)OC1Oc2cc(C)c(C)cc2-c2oc(=O)c(Sc3ccc(C)cc3)cc21 (stereo not given)
 : 102, 155, 89, 98, 113, 102, 105, 116, 102
CCOC(=O)c1c(C)oc2ncnc(N3CCN(C(=S)Nc4ccccc4)CC3)c12
 : 97, 100, 75, 90, 93, 99, 98, 91, 102
COc1ccc(-c2cc(-c3cccn3C)c(C#N)c(=O)n2Cc2ccccc2)cc1OC
 : 100, 119, 82, 112, 105, 99, 86, 107, 102
COc1ccc(/C=C/C(=O)c2c(C)nc3ccccc3c2/C=C/c2ccc(C)cc2)cc1O
 : 42, 133, 61, 78, 78, 85, 106, 58, 93
Cc1cccc(NC(=O)c2ccc(Cl)c(Cl)c2)c1
 : 95, 114, 77, 94, 91, 111, 99, 98, 106
Cc1cccc(C)c1NC(=O)Cn1c(-c2nonc2N)nc2ccccc21
 : 70, 94, 77, 97, 86, 90, 103, 86, 84
Cc1ccc(S(=O)(=O)NCCNc2cc(-c3cn(C(C)(C)C)nc3-c3ccccc3)ccn2)cc1
 : 81, 110, 71, 101, 94, 120, 95, 77, 70
O=C1/C(=C\c2cccs2)SC(=S)N1CCc1ccc(O)cc1
 : 98, 121, 60, 109, 92, 113, 104, 90, 109
O=C1/C(=N\c2cc(=O)[nH]n2S(=O)(=O)c2ccccc2)Nc2ccccc21
 : 99, 123, 71, 99, 98, 104, 106, 100, 109
CCCCCCCC1CCC(=O)O1 (stereo not given)
 : 111, 120, 98, 98, 98, 116, 108, 103, 108
COC1CC(C)=Nc2nc(NN)nn21 (stereo not given)
 : 101, 110, 82, 105, 101, 115, 104, 103, 104
CC(=O)c1ccc(NC(=O)CSc2nnc(-c3ccc4nc(-c5ccc(Cl)cc5)[nH]c4c3)o2)cc1
 : 84, 142, 93, 98, 92, 115, 98, 104, 106
CCOc1cccs1
 : 111, 107, 99, 101, 101, 105, 99, 103, 105
N=c1c(S(=O)(=O)c2ccccc2)cc2c(=O)n3ccccc3nc2n1CCN1CCOCC1
 : 100, 98, 89, 101, 98, 108, 93, 105, 104
COc1cc(/C=C/C(=O)O)ccc1OCc1cn(-c2ccc(Cl)cc2)nn1
 : 105, 89, 89, 102, 97, 117, 94, 102, 119
O=C1Nc2ccccc2N2C1=NNC(=S)N2c1ccccc1
 : 85, 103, 82, 106, 86, 109, 107, 98, 120
COc1ccc2c(c1)c(-c1nc(-c3c[nH]c4ncccc34)cs1)cn2C
 : 57, 60, ., 83, 75, 83, 70, 52, 56
CC(N)CCCO (stereo not given)
 : 100, 96, 94, 110, 102, 99, 102, 104, 99
COc1ccc(S(=O)(=O)NCCNc2nccc(-n3ccc4cccnc43)n2)cc1
 : 98, 94, 109, 107, 92, 103, 98, 73, 97
CSc1ncnc2[nH]ncc12
 : 104, 116, 78, 108, 108, ., 108, 114, 114
CC1(C)CC(=O)C2=C(C1)N(c1ccc(OC(F)(F)F)cc1)C(N)=C(C#N)C2c1ccc(Br)cc1 (stereo not given)
 : 71, 105, 97, 94, 80, 95, 71, 91, 95
N=C(Cc1nc(-c2ccc(Cl)cc2)cs1)Sc1ccccc1N
 : 93, 145, 64, 100, 87, 85, 107, 92, 98
Cc1cc(=O)oc2cc(OCc3cn(CCNc4nc(-c5ccc(Cl)cc5)cn5ccnc45)nn3)ccc12
 : 89, 90, 72, 103, 89, 100, 86, 86, 76
O=C(Nc1ccc(N=Cc2c(O)[nH]c3ccccc23)cc1)Nc1ccc(S(=O)(=O)Nc2ncccn2)cc1
 : 93, 108, 82, 103, 99, 109, 100, 97, 104
COC(=O)c1ccc(C(=O)OC)cc1
 : 97, 94, 90, 107, 108, 108, 93, 105, 102
COc1ccc(CN2C(=O)CSC2c2cc3ccccc3[nH]c2=O)cc1OC (stereo not given)
 : 101, 102, 85, 115, 95, 101, 90, 104, 92
C=C(C)C#CCN(CCO)C(C)C
 : 107, 110, 103, 102, 101, 108, 107, 94, 122
N#CCCC(C#N)(CCC#N)c1ccccc1
 : 95, 102, 85, 115, 102, 97, 91, 93, 100
FC(F)(F)c1ccc(Nc2nnc(-c3ccccc3)o2)cc1
 : 99, 98, 90, 100, 94, 103, 97, 103, 77
CC1(C)CC[C@]23CC[C@]4(C)[C@H](CC[C@@H]5[C@@]6(C)CCCNC(C)(C)[C@@H]6CC[C@]54C)[C@H]2[C@H]1OC3=O
 : 67, 105, 86, 97, 90, 73, 95, 78, 21
NS(=O)(=O)c1ccc(N/C=C2\C=NC3C=CC=CC23)cc1 (stereo not given)
 : 100, 120, 61, 91, 96, 99, 104, 99, 105
O=C(NNc1ccccc1)Nc1cc(Cl)ccc1Cl
 : 101, 103, 88, 98, 96, 101, 95, 98, 97
COC(=O)/C=C1\Sc2cc(F)ccc2NC1=O
 : 90, 139, 101, 127, 116, 126, 94, 106, 98
Ic1ccc(-c2ccccc2)cc1
 : 98, 94, 93, 108, 106, 106, 94, 104, 98
CC1CN=C(c2ccccc2)O1 (stereo not given)
 : 103, 98, 80, 103, 98, 103, 106, 108, 102
NC1=NC(c2ccccc2OCc2ccccc2)n2c(nc3ccccc32)N1 (stereo not given)
 : 105, 105, 84, 99, 93, ., 117, 98, 98
CC(=O)Nc1cc2c3ccccc3ccc2c2ccccc12
 : 98, 135, 84, 94, 106, 117, 102, 98, 114
Nc1cc(C(=O)N/N=C/c2ccc(OC(F)F)c(Oc3ccccc3)c2)nn1CC(O)c1ccccc1 (stereo not given)
 : 99, 118, 76, 106, 104, 109, 107, 100, 120
CC[C@H](Nc1nc(N)nc(C)c1C#N)c1nc2cccc(NCCCCCC(=O)NO)c2c(=O)n1-c1ccccc1
 : 71, 33, 30, 68, 46, 87, 27, 79, 79

Just SN12C, for two of the compounds above:
molecule	SN12C
CC(N)CCCO (stereo not given)	102
COc1cc(-c2nc3ccc(/C=C/C(=O)c4cc(F)cc(F)c4)cc3s2)ccc1F	85

The list continues.
Below each SMILES – HCT-116, TK-10, UO-31, SW-620, SN12C, HCC-2998, 786-0, HCT-15, HT29
C[C@@H](C[C@H](CCOC(=O)N(C)C)c1ccccc1)c1cc2ccccc2o1
 : 81, 99, 79, 86, 92, 111, 93, 98, 87
c1ccc(-c2ccc(-c3ccccc3)o2)cc1
 : 101, 114, 87, 99, 97, 118, 97, 112, 123
O=C1c2c(c3c4ccccc4[nH]c3c3ccc4ccccc4c23)C(=O)N1CCN1CCCCC1
 : 23, 87, 40, 31, 23, 0.0*, 26, 25, 12
C=CCc1c(C)[nH]c2ccccc2c1=O
 : 98, 116, 104, 110, 104, 107, 95, 102, 104
CCN(CC)CC(O)CCNc1ccnc2cc(Cl)ccc12 (stereo not given)
 : 89, ., 82, 96, 104, 115, 100, 107, 91
O=C(Nc1ccc(Oc2cccc(F)c2)c(Cl)c1)c1ccccn1
 : 86, 77, 82, 103, 92, 92, 79, 75, 85
COc1cc2cc(C(=O)N3C[C@@H](CCl)c4c3cc(OC(=O)N(C)CCSSCCN3CCOCC3)c3ccccc43)[nH]c2c(OC)c1OC
 : -13*, -40*, -28*, 6.2*, -48*, -59*, -65*, -11*, -10*
O=C1/C(=C/c2ccc(Br)cc2)SC(=Nc2ccccc2)N1Nc1ccccc1
 : 44, 84, 64, 56, 55, 75, 76, 46, 56
CC1(C)CC[C@]2(C(=O)O)CC[C@]3(C)C(=CCC4[C@@]5(C)C[C@@H](O)[C@@H]6OC(c7ccco7)OC[C@@]6(C)C5CC[C@]43C)C2C1 (stereo not given in full)
 : 12, 29, 23, 24, 20, 34, 43, 21, 21
CC(=O)OCC(=O)[C@@]1(O)CC[C@H]2[C@@H]3CC[C@H]4C[C@@H](O)CC[C@]4(C)[C@H]3C(=O)C[C@@]21C
 : 106, 86, 92, 101, 97, 90, 105, 105, 96
c1ccc(CN2CCOCC2)nc1
 : 103, 114, 89, 104, 102, 108, 99, 104, 107
